# GASC-1 inh = blocks human GASC-1 demethylase activity | GST-JMJD2C(1-420) H3K9me3 demethylation, DELFIA europium | inhibition, % at 2.35 µM | actives 0.069% (n = 330,000) | AID 2099;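 active = more than half of a compound's replicate wells show inhibition beyond 50%, single wells judged on their own value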;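 note: signal counts dimethyl H3K9 product captured on neutravidin plate; 0% = median of DMSO wells and 100% = 0.3 times that DMSO median; strong numbers were not always called active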
# Target sequence (Q9H3R0 1-420 limits assumed): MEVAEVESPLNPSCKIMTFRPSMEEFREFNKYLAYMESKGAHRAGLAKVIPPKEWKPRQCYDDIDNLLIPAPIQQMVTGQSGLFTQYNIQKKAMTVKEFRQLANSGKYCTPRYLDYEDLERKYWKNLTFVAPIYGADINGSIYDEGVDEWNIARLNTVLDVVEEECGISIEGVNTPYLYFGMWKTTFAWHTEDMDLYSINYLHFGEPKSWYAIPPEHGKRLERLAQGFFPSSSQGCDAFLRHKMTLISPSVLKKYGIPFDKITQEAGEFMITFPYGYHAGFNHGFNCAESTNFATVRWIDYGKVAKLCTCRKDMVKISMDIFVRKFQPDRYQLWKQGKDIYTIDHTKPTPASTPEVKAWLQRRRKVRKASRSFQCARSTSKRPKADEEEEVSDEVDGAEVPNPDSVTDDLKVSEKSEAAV
# procasp3 activ = procaspase-3 (human) activation. P42574. recombinant procaspase-3 D3A, Ac-DEVD-pNA absorbance 405 nm. activation, % at 8.5 µM. actives 0.11% (n = 330,000);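 active = activation above the mean of all tested compounds plus 3 SD, cut at about 21% in these data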;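 note: 0% = DMSO alone and 100% = DMSO wells spiked with extra 5 µM PC-3 D3A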
# Target sequence (P42574 whole entry D9A/D28A/D175A): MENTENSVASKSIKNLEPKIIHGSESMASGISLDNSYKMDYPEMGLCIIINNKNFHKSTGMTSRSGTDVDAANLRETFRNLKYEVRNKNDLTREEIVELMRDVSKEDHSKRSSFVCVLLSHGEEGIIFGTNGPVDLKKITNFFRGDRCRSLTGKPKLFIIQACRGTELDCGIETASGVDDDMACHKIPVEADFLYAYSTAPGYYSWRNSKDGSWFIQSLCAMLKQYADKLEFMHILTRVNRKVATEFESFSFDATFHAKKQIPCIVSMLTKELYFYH
#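 Test system: Procaspase-3 D3A mutant, all three cleavage aspartates alanine | Dosing: Single dose, 8.5 µM nominal compound, 0.8% DMSO | Schedule: 1 h preincubation, 2 h reaction | Technique: 405 nm absorbance of p-nitroaniline, reads at 0 and 120 min | Repeats: One well per compound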
# procasp7 counter = counter-screen: procaspase-7 (human) activation; recombinant procaspase-7, Ac-DEVD-pNA absorbance 405 nm; D23A/D198A/D206A triple mutant, cannot self-cleave; scale: DMSO 0, 5 µM enzyme 100; activation, % at 8.5 µM; actives 0.093% (n = 330,000); AID 463210;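 active = percent activation above the screen-wide mean plus 3 SD, cut at about 25% in these data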
# Target sequence (P55210 whole entry D23A/D198A/D206A): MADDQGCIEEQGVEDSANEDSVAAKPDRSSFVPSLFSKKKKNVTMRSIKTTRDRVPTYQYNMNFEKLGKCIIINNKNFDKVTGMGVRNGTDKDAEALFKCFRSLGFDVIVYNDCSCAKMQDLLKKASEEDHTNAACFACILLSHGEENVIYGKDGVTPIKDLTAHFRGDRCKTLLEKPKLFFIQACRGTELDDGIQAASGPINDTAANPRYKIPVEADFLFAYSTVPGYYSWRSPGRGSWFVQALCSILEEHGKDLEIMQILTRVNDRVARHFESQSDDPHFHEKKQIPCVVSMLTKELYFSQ
#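 Replicates: singlicate. Assay system: Procaspase-7 triple mutant (PC-7 D3A). Signal: 405 nm absorbance of p-nitroaniline. Times: 1 h preincubation, 2 h reaction. Buffer or medium: Zinc-free HEPES pH 7.4 with 300 mM NaCl, 0.01% Triton X-100. Also added: DEVD-pNA substrate. Benchmarks: DMSO wells as 0%, DMSO with 5 µM added PC-7 as 100%.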
# CR mimetic SO = caloric restriction mimetics inhibiting age-related superoxide in yeast; actives 0.18% (n = 330,000); superoxide response (% of plate mean), % at 10 µM; S. cerevisiae aged cells, superoxide DHE fluorescence; stronger effect = lower value; AID 2690;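 active = superoxide response under a set limit, about three screen SD below normal, cut at about 65% in these data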;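 note: yeast aged for seven days with compound at 30 °C before DHE staining; 100% = average MFI of all compound-treated wells on the plate with controls excluded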
# MEP2 TOR yeast = yeast TOR pathway MEP2-GFP modulation. GFP response vs DMSO, % at 10 µM. S. cerevisiae MEP2-GFP strain, flow cytometry GFP, 3 h; 100% = DMSO control level. AID 2016. actives 0.51% (n = 330,000);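 active = GFP response versus DMSO above a set limit, roughly screen mean plus 3 SD, cut at about 180% in these data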;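 note: median GFP fluorescence of the barcode-gated MEP2-GFP cells per well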
# LAP4-GFP MLPCN = yeast TOR pathway LAP4-GFP modulation; S. cerevisiae LAP4-GFP multiplex, flow cytometry GFP, 3 h; median GFP as percent of DMSO wells; GFP response vs DMSO, % at 10 µM; actives 0.34% (n = 320,000); AID 2023;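 active = GFP response vs DMSO above a set limit, about the screen mean plus 3 SD, cut at about 150% in these data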
# RPL19A-GFP yeast = alters RPL19A-GFP fluorescence in TOR pathway yeast screen; AID 2025; percent response vs DMSO, % at 10 µM; S. cerevisiae RPL19A-GFP strain, flow cytometry, 3 h; stronger effect = lower value; actives 0.3% (n = 330,000);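 active = percent response vs DMSO below 50%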;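 note: median channel GFP fluorescence of the barcoded RPL19A-GFP strain; ratio of sample median GFP to plate DMSO average so 100% = DMSO; lower means less RPL19A-GFP as with rapamycin TOR inhibition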
# AHR activator = activates the human aryl hydrocarbon receptor. activation, % at 5 µM. AHR-responsive luciferase reporter cells, luminescence. AID 2796. P35869. actives 2.5% (n = 320,000); in the data active = activation above about 47%;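 note: 0% = vehicle wells and 100% = reference agonist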
# Active calls of the source: *; . = no result given; & = joins results of further samples.
no.	canonical_smiles	GASC-1 inh	procasp3 activ	procasp7 counter	CR mimetic SO	MEP2 TOR yeast	LAP4-GFP MLPCN	RPL19A-GFP yeast	AHR activator
1	Cn1c(=O)oc2cc(S(=O)(=O)N3CCC(C(=O)NCC4COc5ccccc5O4)CC3)ccc21 (stereo unspecified)	.	8	4	104	93	95	106	-2
2	CCC1CCCCN1C/C=C/c1ccccc1[N+](=O)[O-] (stereo unspecified)	-8	-5	-1	74	103	96	102	5
3	Cc1ccc(-c2noc(C3CCCN(C(=O)C4CCCCC4)C3)n2)o1 (stereo unspecified)	12	0	2	96	102	106	101	2
4	COc1cc2cc(C#N)c(SCC(=O)Nc3cc(C)on3)nc2cc1OC	2	-2	-3	93	98	100	99	1
5	Cc1cc(=O)c2ccc(Cl)cc2[nH]1	-4	3	-6	95	94	131	93	15
6	O=S(=O)(c1ccc2c(c1)OCCO2)N1CCN(c2nc(-c3cccnc3)nc3ccccc23)CC1	3	1	4	97	91	98	96	2
7	O=C(Nc1nccs1)c1ccc(N2C(=O)[C@@H]3[C@H](C2=O)[C@H]2C=C[C@@H]3C2)cc1	-5	5	15	99	94	106	92	7
8	COc1ccccc1NC(C#N)c1ccccc1OCc1ccccc1 (stereo unspecified)	-5	-1	6	93	105	97	102	-3
9	CC1Cc2ccccc2N1C(=O)CSc1nnc(NC(=O)Cc2cccs2)s1 (stereo unspecified)	-7	-1	1	108	97	98	98	2
10	Clc1cccc(/C=N/N2CCN(Cc3ccccc3)CC2)c1	-28	-3	-7	104	109	105	105	-1
11	Cn1nnnc1SCC1=C(C(=O)O)N2C(=O)C(NC(=O)C3CC3c3ccccc3)C2SC1 (stereo unspecified)	-1	-12	-20	91	99	87	98	2
12	CCCC(CCC)C(=O)NCCN1CCOCC1	-63	-1	-6	74	94	94	97	2
13	Cc1cccc(CCN2C(Nc3ccccc3)=NC[C@@H]2CC(C)C)c1	8	0	-7	91	105	93	99	3
14	CCOC(=O)c1c(C)[nH]c(C)c1C(=O)CSc1nnc(-c2ccncc2)n1C	-2	1	2	108	99	105	97	13
15	CN(C)/C=N/c1ncc(C(=O)c2ccccc2)s1	2	3	8	110	109	87	104	1
16	O=C(c1ccc2c(c1)OCO2)N1CCN=C1SCc1ccccc1	12	0	2	92	96	104	100	1
17	O=C(CC1Sc2ccccc2NC1=O)NCc1ccccc1 (stereo unspecified)	-1	-5	-4	94	103	117	104	-1
18	CCN(CC(=O)Nc1ccc(NC(C)=O)cc1)C(=O)CCCOc1ccc(C(C)(C)C)cc1	-8	-11	-4	106	95	88	88	7
19	Cc1ccnc(N/C=C(/NC(=O)c2ccccc2)C(=O)N/N=C\c2ccc(Cl)cc2)n1	3	-2	0	110	107	112	101	16
20	COc1ccc(NS(=O)(=O)c2cccc(C(=O)NCC(c3ccc(F)cc3)N3CCOCC3)c2)cc1 (stereo unspecified)	-8	-2	2	81	95	83	94	10

# (continued)
no.	canonical_smiles	GASC-1 inh	procasp3 activ	procasp7 counter	CR mimetic SO	MEP2 TOR yeast	LAP4-GFP MLPCN	RPL19A-GFP yeast	AHR activator
21	COC(=O)c1sc(N)c(C(=O)OC)c1CSc1nnc(-c2ccccc2Cl)n1C	4&0	-5	-2	94	110	110	103	5
22	CCn1c2ccccc2c2cc(NC(=O)c3cc(OC)cc(OC)c3)ccc21	3	-1	3	99	101	94	103	45
23	Cc1ccc(NC(=O)C2C3C=CC4(O3)C2C(=O)N(CCCN2CCCCC2)C4C(=O)NC2CCCCC2)cc1Cl (stereo unspecified)	18	-1	6	92	89	70	91	0
24	COc1cccc(C(=O)C[n+]2ccccc2/C=N/O)c1	11	3	-8	98	103	86	105	3
25	Cc1ccc(C(=O)N/N=C\C=C\c2ccccc2[N+](=O)[O-])cn1	2	-7	-2	88	88	87	98	59*
26	O=C(CC1CCCCC1)NC1CCCC1	3	-3	4	104	98	97	96	4
27	CCC(C(=O)NCc1ccco1)n1nc(C)c2c(C)n(-c3ccc(C)cc3)nc2c1=O (stereo unspecified)	-3	6	-2	89	114	101	107	0
28	COC(=O)Nc1nnc(COc2cccc(C)c2)s1	-14	4	12	116	109	102	107	0
29	CC(C)(C)C(=O)Nc1ccc(S(=O)(=O)Nc2nccs2)cc1	-10	6	3	89	103	94	110	1
30	Cc1ccc([N+](=O)[O-])cc1NC(=O)c1ccccc1	-8	1	3	98	102	113	100	41
31	COc1ccccc1NC(=O)Cc1c(F)cccc1Cl	0	-7	12	102	.	.	.	6
32	COc1ccc(C(C(=O)NC(C)(C)C)N(C(=O)CCC(=O)Nc2cc(C)on2)c2cccc(F)c2)cc1 (stereo unspecified)	1	3	1	95	111	99	107	-2
33	O=C(OCC(=O)N1CCCc2ccccc21)c1cccc(C(F)(F)F)c1	3	9	-5	104	97	100	98	3
34	CC(=O)c1ccc(OC(=O)CN2C(=O)c3ccccc3C2=O)cc1	-11	-4	5	94	93	103	91	0
35	CCOc1ccc(-n2cnnn2)cc1S(=O)(=O)NC1CC1	9	3	3	114	108	103	97	0
36	COc1ccc(NC(=O)c2sc3ncnc(N4CCN(c5ccccn5)CC4)c3c2C)cc1Cl	1	-4	2	99	94	100	94	-2
37	O=C(Cn1cnc2ccccc2c1=O)N(Cc1ccco1)c1ccc(O)cc1	-1	1	7	100	103	104	101	2
38	CC1(C(=O)NC2CCCC2)CCC(=O)N1CCC1=CCCCC1 (stereo unspecified)	-2	-4	2	109	107	96	103	-3
39	COc1cc(NC(=O)c2ccc(C)cc2)c(OC)cc1NC(=O)CN1CCOCC1	-20	11	0	87	121	110	103	30
40	O=C(O)CSc1c2c(nc3cc(C(=O)Nc4cccc(C(F)(F)F)c4)ccc13)CCC2	11	2	-7	106	109	111	102	-2

# Other results.
no.	canonical_smiles	GASC-1 inh	procasp3 activ	procasp7 counter	CR mimetic SO	MEP2 TOR yeast	LAP4-GFP MLPCN	RPL19A-GFP yeast	AHR activator
41	COc1ccc(Nc2nc(-c3cccnc3)nc3ccccc23)cn1	7	5	8	109	112	94	96	-1
42	Cc1cc(C)n(-c2ccc(F)cc2CN2CCN(C3CCCC3)C(CCO)C2)n1 (stereo unspecified)	-6	-6	7	98	101	100	98	-2
43	O=C(NCc1nnc2c(C(F)(F)F)cc(Cl)cn12)c1ccc(Br)o1	-1	10	-4	120	105	106	99	7
44	COc1ccc(N2CCN(CCNC(=O)Nc3cc(Cl)ccc3OC)CC2)cc1	12	-1	3	101	113	102	102	3
45	COc1cc(NC(=O)c2ccnnc2)cc(C(=O)Nc2cccc(C(F)(F)F)c2)c1	-1	0	13	113	95	121	93	25
46	Clc1ccc(-c2noc3c2-c2nc(Cc4cccc5ccccc45)sc2CC3)cc1	-26	-4	-11	96	88	101	94	2
47	COc1ccc(CC(=O)c2ccc(O)cc2O)cc1	-23	2	3	91	108	100	94	0
48	O=C(CN1C2CCCC1CC(NC(=O)c1ccccc1)C2)Nc1ccccc1C(F)(F)F (stereo unspecified)	-15	0	-1	90	102	94	97	0
49	COC(=O)c1ccc(Oc2nc(NC(C)C)nc(NC(C)C)n2)cc1	10	2	2	96	99	120	98	0
50	CCCN(CCC)CCCNC(=S)Nc1ccc2nc(N3CCN(CC)CC3)cc(C)c2c1	-1	-1	2	98	93	91	97	0
51	Nc1ccc(Cl)c(S(=O)(=O)Nc2ccc(Cl)cc2)c1	26	-2	9	100	101	104	98	-1
52	O=C(Nn1cnc2ccccc2c1=O)c1ccccc1[N+](=O)[O-]	9	4	0	111	101	103	97	-1
53	CC1(C)Cc2c(cnn2-c2cccc(F)c2)C(NC(=O)CN2CCCC2=O)C1 (stereo unspecified)	9	8	10	101	144	100	100	6
54	COc1ccc(Cl)cc1NC(=O)c1noc2c1CCCC2	0	-2	7	115	98	109	94	22
55	Cc1ccc(S(=O)(=O)CCC(=O)c2ccc(O)cc2O)cc1	-5	-23	-12	102	106	106	100	-2
56	Cc1nn(-c2ccccc2)c(Cl)c1C(=O)Nc1c(C)n(C)n(-c2ccccc2)c1=O	-6	2	-6	100	100	100	102	0
57	COc1cccc(C2=NOC(C(=O)NC(C)C)C2)c1 (stereo unspecified)	-3	6	-2	78	100	104	96	1
58	O=C(CN1C(=O)NC2(CCCC2)C1=O)NCc1ccccc1	1	5	10	103	105	119	111	-1
59	COc1ccc(/C=N/N2CCN(C)CC2)c(OC)c1OC	10	-4	4	94	65	104	93	-1
60	Cc1ccccc1-n1nc(C(=O)O)cc1-c1ccccc1	16	1	-8	95	99	97	95	-1
61	CN(Cc1ccccc1N1CCCC1)C(=O)c1cc2ccccc2o1	1	-1	-3	94	107	104	94	29
62	CCC(=O)Nc1cccc(-c2nc3ncccc3o2)c1C	-3	-2	2	98	99	86	109	5
63	Cn1ncc(C#N)c1NC(=O)C1CC(c2c(F)cccc2Cl)=NO1 (stereo unspecified)	-17	11	-2	94	110	96	98	-1

# Entries listed so far containing a Cl atom, in the order listed:
no.	canonical_smiles	GASC-1 inh	procasp3 activ	procasp7 counter	CR mimetic SO	MEP2 TOR yeast	LAP4-GFP MLPCN	RPL19A-GFP yeast	AHR activator
5	Cc1cc(=O)c2ccc(Cl)cc2[nH]1	-4	3	-6	95	94	131	93	15
10	Clc1cccc(/C=N/N2CCN(Cc3ccccc3)CC2)c1	-28	-3	-7	104	109	105	105	-1
19	Cc1ccnc(N/C=C(/NC(=O)c2ccccc2)C(=O)N/N=C\c2ccc(Cl)cc2)n1	3	-2	0	110	107	112	101	16
21	COC(=O)c1sc(N)c(C(=O)OC)c1CSc1nnc(-c2ccccc2Cl)n1C	4&0	-5	-2	94	110	110	103	5
23	Cc1ccc(NC(=O)C2C3C=CC4(O3)C2C(=O)N(CCCN2CCCCC2)C4C(=O)NC2CCCCC2)cc1Cl (stereo unspecified)	18	-1	6	92	89	70	91	0
31	COc1ccccc1NC(=O)Cc1c(F)cccc1Cl	0	-7	12	102	.	.	.	6
36	COc1ccc(NC(=O)c2sc3ncnc(N4CCN(c5ccccn5)CC4)c3c2C)cc1Cl	1	-4	2	99	94	100	94	-2
43	O=C(NCc1nnc2c(C(F)(F)F)cc(Cl)cn12)c1ccc(Br)o1	-1	10	-4	120	105	106	99	7
44	COc1ccc(N2CCN(CCNC(=O)Nc3cc(Cl)ccc3OC)CC2)cc1	12	-1	3	101	113	102	102	3
46	Clc1ccc(-c2noc3c2-c2nc(Cc4cccc5ccccc45)sc2CC3)cc1	-26	-4	-11	96	88	101	94	2
51	Nc1ccc(Cl)c(S(=O)(=O)Nc2ccc(Cl)cc2)c1	26	-2	9	100	101	104	98	-1
54	COc1ccc(Cl)cc1NC(=O)c1noc2c1CCCC2	0	-2	7	115	98	109	94	22
56	Cc1nn(-c2ccccc2)c(Cl)c1C(=O)Nc1c(C)n(C)n(-c2ccccc2)c1=O	-6	2	-6	100	100	100	102	0
63	Cn1ncc(C#N)c1NC(=O)C1CC(c2c(F)cccc2Cl)=NO1 (stereo unspecified)	-17	11	-2	94	110	96	98	-1

# High-throughput results: PubChem BioAssay, several laboratories
